SMARCA2 activ: activators of SMARCA2 function. activation, % at 9.1 µM. hit rate 1% among 370,000. MG213 cells, MMTV-luciferase reporter, dexamethasone, overnight; in the data active means activation above about 7.8%;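 further: 0% = vehicle wells and 100% = reference activator wells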
GAA850 FXN act: frataxin GAA850 promoter activation. HEK293 lucGAA850 FXN promoter luciferase reporter, 24 h; percent of 10 µM SAHA response. activation, % at 6 µM. hit rate 0.56% among 360,000. AID 540364;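 active means activation above the average of all compounds screened plus 3 SD, cutoff fixed separately per campaign, cut at about 7.5% in these data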;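 further: 0% = DMSO wells and 100% = 10 µM SAHA wells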
HGIII-sPLA2 inh: Inhibits HGIII-sPLA2 liposome hydrolysis, primary screen; Q9NZ20; QFRET BODIPY PC-A2 liposome hydrolysis, fluorescence; inhibition, % at 12.2 µM; hit rate 0.56% among 370,000; AID 743126;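 active means inhibition above mean plus 3 SD of compounds lying within the high and low control bounds, cut at about 19% in these data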;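 further: 0% = median of test compound wells and 100% = no enzyme DMSO wells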
PG9 binder: binds the HIV-1 gp120 antibody PG9; TR-FRET gp120-PG9 antibody binding; inhibition, % at 6.7 µM; hit rate 0.43% among 360,000; AID 624416; in the data active means inhibition above about 8.5%
PLCb3 inh: inhibitors of human phospholipase C beta3; Purified PLC-beta3, fluorogenic substrate, fluorescence; inhibition, % at 12.2 µM; hit rate 0.18% among 370,000; in the data active means inhibition above about 11%;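 further: 0% = median of compound wells on plate and 100% = full blocker control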
DAX1 inh-1: NR0B1 (DAX1) inhibition. hit rate 0.99% among 340,000. P51843. AID 504766. inhibition, % at 6.75 µM. HEK293 Gal4-DAX1 luciferase reporter, luminescence;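 active means inhibition above the mean over all tested compounds plus 3 SD, cut at about 4.2% in these data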;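 further: 0% = DAX1-transfected cells with DMSO and 100% = empty-vector control cells with DMSO; inhibition shows as a rise in luminescence from relieved DAX1 repression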
Target sequence (P51843 207-470 limits assumed): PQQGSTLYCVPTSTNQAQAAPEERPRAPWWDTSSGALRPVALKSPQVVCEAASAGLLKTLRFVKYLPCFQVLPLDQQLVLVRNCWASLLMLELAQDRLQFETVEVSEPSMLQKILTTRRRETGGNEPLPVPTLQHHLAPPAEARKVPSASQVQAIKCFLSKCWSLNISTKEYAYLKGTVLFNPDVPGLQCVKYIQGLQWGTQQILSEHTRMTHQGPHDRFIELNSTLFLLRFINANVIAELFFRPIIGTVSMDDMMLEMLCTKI
hcDAF-12 act: H. contortus DAF-12 activation, primary screen; HEK293 hcDAF-12 lit1-tk-luc reporter, luminescence; 0% DMSO, 100% Δ7-dafachronic acid; activation, % at 6.8 µM; hit rate 1.4% among 370,000; AID 652067;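 active means activation above the mean of all tested compounds plus 3 SD, cut at about 5.5% in these data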;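 further: 100% = response to 3 µM Δ7-dafachronic acid high control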
NR1D1 modulator: Rev-erb alpha (human) modulation; Rev-erbα–FITC-DNA binding, fluorescence polarization, 90 min; AID 1259318; hit rate 0.79% among 370,000; activity, % at 10 µM; P20393;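 active means activity above about 14%, limit read from the data; passing the limit was not always enough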;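 further: 0% = DMSO wells with 35 nM protein and 100% = DMSO wells with 750 nM protein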
Target sequence (P20393 whole entry, looked up): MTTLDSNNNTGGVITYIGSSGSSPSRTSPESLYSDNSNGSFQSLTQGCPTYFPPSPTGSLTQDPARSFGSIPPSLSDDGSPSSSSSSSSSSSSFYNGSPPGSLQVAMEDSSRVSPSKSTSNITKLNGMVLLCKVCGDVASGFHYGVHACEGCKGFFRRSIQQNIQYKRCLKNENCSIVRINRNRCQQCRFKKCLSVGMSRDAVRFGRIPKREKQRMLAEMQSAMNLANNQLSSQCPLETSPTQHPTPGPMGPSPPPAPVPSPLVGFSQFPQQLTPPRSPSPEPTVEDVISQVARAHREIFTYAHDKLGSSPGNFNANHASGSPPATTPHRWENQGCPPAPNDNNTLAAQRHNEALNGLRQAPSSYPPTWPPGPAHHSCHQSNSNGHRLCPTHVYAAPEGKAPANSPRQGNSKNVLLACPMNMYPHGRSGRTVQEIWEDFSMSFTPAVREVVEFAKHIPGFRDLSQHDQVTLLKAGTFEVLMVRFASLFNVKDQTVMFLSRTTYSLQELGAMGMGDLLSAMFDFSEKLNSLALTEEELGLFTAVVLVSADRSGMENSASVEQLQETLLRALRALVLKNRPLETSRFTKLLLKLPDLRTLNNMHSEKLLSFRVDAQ
ssDAF-12 act: S. stercoralis DAF-12 activation, primary screen. hit rate 1% among 370,000. HEK293 ssDAF-12/GRIP1 lit1-tk-luc reporter, luminescence; % of 3 µM dafachronic acid response. AID 652126. activation, % at 6.8 µM;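 active means activation above the mean over all tested compounds plus 3 SD, cut at about 0.9% in these data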;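 further: 0% = DMSO-only wells and 100% = 3 µM delta7-dafachronic acid wells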
DAX1 inh-2: inhibitors of DAX1 repression of SF-1 activated StAR promoter | HEK293T StAR-luciferase reporter, SF-1/DAX-1 repression relief | inhibition, % at 6.8 µM | hit rate 1.1% among 370,000 | AID 652010;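 active means inhibition above the mean over all tested compounds plus 3 SD, cut at about 3.6% in these data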;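 further: 0% = DAX-1 cells with DMSO and 100% = cells lacking DAX-1 with DMSO; higher inhibition means more luminescence from relief of DAX-1 repression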
hgDAF-12 ag: activates the H. glycines DAF-12 receptor ligand-binding domain. HEK293 GAL4-hgDAF12 UAS-luciferase reporter, agonist luminescence; normalized to butyrate control. activation, % at 6.8 µM. hit rate 1.8% among 370,000. AID 687014;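 active means activation above a cutoff set at the mean of all screened compounds plus 3 SD, cut at about 10% in these data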;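 further: 0% = DMSO wells and 100% = sodium butyrate wells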
* hit, by the source's call; i = inactive; . = not tested or not shown.

SMILES	SMARCA2 activ	GAA850 FXN act	HGIII-sPLA2 inh	PG9 binder	PLCb3 inh	DAX1 inh-1	hcDAF-12 act	NR1D1 modulator	ssDAF-12 act	DAX1 inh-2	hgDAF-12 ag
COC(=O)c1ccc(CSc2nnc(Nc3cccc(OC)c3)s2)o1	2	-3.2	-15	-2.3	4	0.4	1.7	-4	-1.4	-1.0	0.2
CCOC(=O)c1cc2c(=O)n3cccc(C)c3nc2n(Cc2ccco2)c1=NC(=O)c1cccnc1	2	1.4	4	1.9	i	0.0	-1.2	0	-1.8	-0.5	1.1
COc1ccc(C(=O)OCc2cc(=O)n3ccsc3n2)cc1F	-4	0.0	-6	-3.1	6	1.0	-0.6	3	-0.8	0.3	1.4
COc1cc(NC(=O)C2CCCO2)c(OC)cc1NC(=O)c1ccccc1 (stereo not drawn)	0	-0.8	-3	-1.5	-2	-0.5	0.2	-4	-1.3	0.5	0.8
Cc1ccc(NS(=O)(=O)c2cccc(C(=O)N3CCCCC3)c2)cc1	-2	-0.6	-7	-1.9	2	-1.1	-0.6	8	-1.1	-0.3	-1.5
CCC(=O)c1ccc(OCC(=O)O)cc1	-1	0.1	16	0.9	2	1.9	0.9	-5	-1.8	0.5	-1.0
CNc1nc(NCc2ccccc2)nc(N)c1[N+](=O)[O-]	-1	4.0	0	-1.0	7	0.3	-1.0	2	-0.9	-1.3	-0.1
CC1CCN(C(=O)c2[nH]cnc2C(=O)NCC(=O)OCc2ccccc2)CC1	0	0.3	3	2.1	6	0.2	3.4	9	-1.7	-0.2	-3.2
CCN(C[C@H]1N[C@@](Cc2ccccc2)(C(=O)OC)[C@H]2C(=O)N(Cc3ccccc3)C(=O)[C@@H]12)C(=O)NC(C)C	9.2*	-8.3	5	-0.3	2	-1.0	-1.1	1	-1.2	-0.1	-1.0
CCOCCc1nnc(NC(=O)CN2C(=O)c3ccccc3C2=O)s1	-4	0.5	-8	2.7	-3	0.3	-1.0	7	-0.9	-0.1	-1.0
COc1ccccc1NC(=O)CN(Cc1ccco1)C(=O)c1ccc(=O)[nH]c1	-4	-0.9	-4	-1.1	-11	-0.8	-1.6	6	-0.4	0.4	-1.9
O=S(=O)(NCC1CCCO1)c1ccc(Br)s1 (stereo not drawn)	0	-0.5	6	1.8	0	1.8	-1.4	1	-1.2	0.1	-2.6
NC(=O)NCc1cccs1	-4	-0.6	2	-0.2	3	-0.9	0.1	-5	-1.5	0.9	-2.3
CCOc1ccc(C(=O)CN2CCN(S(=O)(=O)c3ccc(OC)cc3)CC2)cc1	1	-4.5	1	0.0	-2	0.5	1.1	2	-0.8	0.8	0.7
Cc1ccc(-n2cc[nH]c2=S)c(C)c1	-1	-0.1	4	-0.7	0	.	-1.1	-5	-0.9	-0.2	-1.1
O=C(O)COc1ccccc1/C=C1\SC(=S)N(NC(=O)c2ccccc2O)C1=O	1	-0.2	-12	-0.9	-34	2.2	0.8	-4	-0.2	-0.4	-0.1
CCc1cccc(NS(=O)(=O)c2ccc3c(c2)oc(=O)n3C)c1	-2	-1.0	-5	-1.1	1	-0.2	-2.6	-3	-1.5	-0.3	-0.9
O=C(NN1C(=O)C2C3c4ccccc4C(c4ccccc43)[C@@H]2C1=O)c1ccccc1 (stereo partly drawn)	5	0.9	2	-1.9	4	-2.0	-0.9	2	-0.8	-0.3	1.2
COc1ccc(CC(=O)NC2CC2)cc1OC	-2	-1.2	1	-2.1	-3	-1.0	-1.4	-2	-1.2	-0.6	-1.3
CC(C)(C)NC(=O)C(c1ccco1)N(C(=O)Cn1nnc(-c2ccc(F)cc2)n1)c1cccc(F)c1 (stereo not drawn)	3	-0.9	2	-0.9	3	-0.7	-1.4	2	-1.2	0.3	-0.5
Cc1cc2ccccn2c1C(=O)Nc1ccccc1	5	1.1	6	2.5	-51	0.9	9.7*	-4	1.0*	0.7	4.3
C=CCN1C=CC(=O)CC1	-1	1.2	5	-0.5	-1	1.4	-1.3	-1	-1.3	-0.3	4.3
NC(=O)c1cc(S(=O)(=O)NCc2ccc(Br)cc2)cs1	0	0.3	-12	1.0	-6	1.2	-1.4	2	-1.8	-1.4	0.8
COc1ccc(C(c2nnnn2CC2CCCO2)N2CCN(c3ccccc3)CC2)cc1 (stereo not drawn)	1	1.4	10	-3.3	0	-0.6	-2.4	-7	-1.5	0.9	3.1

Single records, from the list above:
Shown for NC(=O)c1cc(S(=O)(=O)NCc2ccc(Br)cc2)cs1 → SMARCA2 activ: 0; GAA850 FXN act: 0.3; HGIII-sPLA2 inh: -12; PG9 binder: 1.0; PLCb3 inh: -6; DAX1 inh-1: 1.2; hcDAF-12 act: -1.4; NR1D1 modulator: 2; ssDAF-12 act: -1.8; DAX1 inh-2: -1.4; hgDAF-12 ag: 0.8
Shown for CCOc1ccc(C(=O)CN2CCN(S(=O)(=O)c3ccc(OC)cc3)CC2)cc1 → SMARCA2 activ: 1; GAA850 FXN act: -4.5; HGIII-sPLA2 inh: 1; PG9 binder: 0.0; PLCb3 inh: -2; DAX1 inh-1: 0.5; hcDAF-12 act: 1.1; NR1D1 modulator: 2; ssDAF-12 act: -0.8; DAX1 inh-2: 0.8; hgDAF-12 ag: 0.7
Shown for COc1ccc(C(c2nnnn2CC2CCCO2)N2CCN(c3ccccc3)CC2)cc1 (stereo not drawn) → SMARCA2 activ: 1; GAA850 FXN act: 1.4; HGIII-sPLA2 inh: 10; PG9 binder: -3.3; PLCb3 inh: 0; DAX1 inh-1: -0.6; hcDAF-12 act: -2.4; NR1D1 modulator: -7; ssDAF-12 act: -1.5; DAX1 inh-2: 0.9; hgDAF-12 ag: 3.1

Some entries already given, showing only DAX1 inh-2 and hcDAF-12 act:
structure,DAX1 inh-2,hcDAF-12 act
CCN(C[C@H]1N[C@@](Cc2ccccc2)(C(=O)OC)[C@H]2C(=O)N(Cc3ccccc3)C(=O)[C@@H]12)C(=O)NC(C)C,-0.1,-1.1
COc1ccc(CC(=O)NC2CC2)cc1OC,-0.6,-1.4

Next section:
SMILES	SMARCA2 activ	GAA850 FXN act	HGIII-sPLA2 inh	PG9 binder	PLCb3 inh	DAX1 inh-1	hcDAF-12 act	NR1D1 modulator	ssDAF-12 act	DAX1 inh-2	hgDAF-12 ag
O=[N+]([O-])c1cc(S(=O)(=O)N2CCCC2)ccc1N/N=C/c1cccs1	1	-2.2	1	-0.3	4	2.0	0.0	3	-0.7	0.8	1.8
Cc1cc(=O)oc(C)c1C(=O)Nc1ccc2nsnc2c1	-1	0.6	8	-0.5	-47	-0.2	-0.6	11	-1.4	0.2	-0.5
CN(C)CCNc1nc(-c2ccccc2)nnc1C(F)(F)F	0	2.3	2	-1.1	6	0.6	-1.3	1	-1.3	1.2	0.0
Cc1cc(C(=O)Nc2sc3c(c2C#N)CCCC3)no1	1	0.9	-3	-1.2	-4	2.6	4.6	-4	-0.5	3.5	12*
CCSc1nnc(NC(=O)CSc2nnc(CNC(=O)c3cc(OC)c(OC)c(OC)c3)o2)s1	-1	0.7	4	1.9	-4	0.1	-2.2	7	-1.4	0.0	-2.5
O=C1CSC(c2cccc([N+](=O)[O-])c2)N1c1ccccc1F (stereo not drawn)	-3	-1.0	0	0.3	-2	-1.2	0.7	-1	-1.8	0.1	-2.1
COc1ccc(CC(=O)NNC(=S)NC(=O)c2cc(OC)c(OC)c(OC)c2)cc1	-4	-0.1	13	-0.8	-4	0.7	-1.4	1	-1.6	-0.8	-1.9
O=C(CCCc1ccccc1)NCc1cccnc1	1	-0.2	-2	-0.7	0	0.7	0.1	4	-1.6	0.5	-0.2
COc1ccc(NC(=O)c2ccc3nc(-c4ccccc4)c(-c4ccccc4)nc3c2)c(OC)c1	0	2.0	4	-1.2	-1	-0.6	0.4	1	-1.8	-0.1	0.8
O=C1CNC(=S)N1Cc1ccccc1Cl	-1	-0.1	-68	1.1	-20	-0.8	-2.3	-1	-1.1	0.2	-1.2
O=C(c1cccs1)N1CC=C(c2ccccc2)CC1	1	1.4	3	0.6	-5	-0.2	-2.0	0	-0.5	1.8	5.2
CC(C)(C)C(=O)NC(=S)Nc1ccccc1N1CCCC1	2	3.6	19	-1.1	-1	0.2	0.9	4	-1.2	0.0	3.9
C[C@H]1CN([C@@H](C)CO)C(=O)CCCn2cc(nn2)CO[C@@H]1CN(C)S(=O)(=O)c1ccc(-n2cccn2)cc1	-4	-0.4	6	-1.8	0	2.4	0.0	1	-1.2	0.3	-3.9
Cn1ncc(Cl)c1C(=O)Nc1ccc(CN2CCCCC2)cc1	0	-2.4	6	-0.5	-9	2.0	0.6	-1	-1.1	1.6	1.8
Cn1cc(Cl)c(C(=O)Nc2nc3ccc([N+](=O)[O-])cc3s2)n1	2	2.8	6	-0.7	0	1.0	0.0	-10	-1.9	-0.2	-0.8
Cc1cc(C)n2c(=O)c3ccc(Cl)cc3nc2c1C#N	-5	0.4	12	1.2	-252	2.1	1.3	-3	-0.2	0.4	-2.2
CSCCNC(=O)c1ccc2nc(C3CCCCC3)oc2c1	1	4.6	-1	0.0	-9	0.0	0.9	-2	-0.6	-0.8	5.0
CN(C(=O)c1ccno1)c1nnc(-c2cnccn2)s1	3	0.9	3	-0.1	-143	0.3	-0.8	-4	-0.9	0.5	1.2
Cc1ccc2c(CN3CCN(S(=O)(=O)c4ccc5c(c4)OCCO5)CC3)cc(=O)oc2c1C	-5	1.7	-1	-0.8	5	-2.1	-1.1	-5	-1.3	0.2	-2.2
CCCc1cc(=O)oc2c3c(c4c(c12)OC(C)(C)C=C4)OC(C)C(C)C3O (stereo not drawn)	0	2.0	-7	0.0	-116	-0.7	-2.1	3	-1.9	-4.0	1.2
O=C(OC1CCCCC1)c1ccc(NC(=O)c2ccco2)cc1	2	1.8	-12	0.3	6	-0.5	-1.7	-5	-1.4	0.4	2.3
CC(=O)C1CCC2C3C=CC4=CC(=O)CCC4(C)C3CCC12C (stereo not drawn)	-5	-0.5	-10	0.1	-8	.	-1.5	-1	-1.6	-1.5	3.9
C[C@@H]1CN([C@@H](C)CO)C(=O)CCCn2nncc2CO[C@@H]1CN(C)S(=O)(=O)c1ccccc1F	-4	2.5	11	-1.0	2	0.5	-1.8	-7	-1.2	-0.1	-2.4
CCOC(=O)c1sc2nccc(OC)c2c1N=CNOC	4	1.6	2	0.0	-136	-0.5	-0.1	0	-1.4	-0.6	2.9
CNc1nc(Oc2cccc(F)c2)c2sccc2n1	4	2.9	10	-1.5	-7	.	-0.5	-4	-1.6	-0.2	0.3
Cc1ccc(CSc2nnc(SCC(=O)N/N=C/C=C/c3ccco3)s2)cc1	-9	-3.4	-7	0.5	-6	-1.4	-1.6	3	-1.6	-0.2	-4.3
NNC(=O)c1nnn(-c2nonc2N)c1CN1CCCC1	2	-1.7	-6	-0.3	-1	-1.5	-1.4	3	-1.7	-0.3	1.5
Cc1onc(C(=O)Nc2ccccc2C(F)(F)F)c1[N+](=O)[O-]	6	-0.2	-19	-1.2	-4	-0.2	-2.3	-3	-0.8	-0.1	0.3
O=c1[nH]c(N2CCCCC2)nc2c1CCCC2	1	4.3	-3	0.7	-1	1.4	-0.6	-1	-0.6	0.6	0.8
CC(=O)Nc1cccc(-c2ccnc3c2CC(C(=O)NCc2ccc(F)c(F)c2)O3)c1 (stereo not drawn)	-6	-6.2	6	-1.8	3	.	-1.6	3	0.2	-2.8	-1.8

Screens: PubChem, several laboratories

An unsorted share of the library; 7% or so of the library scored in one or more.
